# Assay outcomes as filed in PubChem.
# MT1-MMP act inh – blockers of MT1-MMP proenzyme processing, primary screen, HT1080 RFP-PRO-GFP cells, GFP/RFP fluorescence. GFP/RFP ratio fluorescence, overnight; percent of plate control window, DMSO zero. AID 651647, 2012. 360,000 tested, 0.061% active. Matrix metalloproteinase-14 (Homo sapiens), P50281. GFP/RFP ratio change, % at 20 µM;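 active means GFP/RFP ratio change of at least 30% with cell ATP level not reduced by more than half and red fluorescence within 50% of control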; further: strong numbers were not always called active
#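 system = RFP-PRO-GFP reporter HT1080 cells | dosing = 20 µM single dose, 1% DMSO | timing = overnight cell settling, then overnight compound exposure, 37 °C, 5% CO2 | read-out basis = GFP/RFP fluorescence ratio | controls = DMSO and RFP-L50D-GFP cell wells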
# CendR NRP1 mod – modulators of CendR peptide binding to NRP-1, primary screen, biochemical, fluorescence polarization, uHTS | AID 602438, 2012 | FAM-RPARPAR peptide binding to NRP-1 | 360,000 tested, 0.85% active | Neuropilin-1 (Homo sapiens), O14786 | inhibition, % at 25 µM;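 active means inhibition or corrected inhibition above about 18%, plus a signal ratio from 0.5 to 1.5, limit read from the data, passing the limit was not always enough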; further: strong numbers were not always called active
# NadD inh – inhibitors of S. aureus NadD, primary screen, biochemical, colorimetric, uHTS. Nicotinate-nucleotide adenylyltransferase NadD (Staphylococcus aureus N315). inhibition, % at 20 µM. purified NadD enzyme, colorimetric absorbance read-out. 360,000 tested, 0.78% active; in the data active means inhibition above about 26%; further: some compounds past the cut are filed as inactive
# STEP block – STEP phosphatase inhibitors, primary screen, biochemical, fluorescence intensity, uHTS; Tyrosine-protein phosphatase non-receptor type 5 (Homo sapiens), P54829; recombinant STEP, OMFP fluorogenic substrate; inhibition, % at 20 µM; 360,000 tested, 0.25% active;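 active means inhibition at 20 µM, scaled per plate between control wells, above about 37%, limit read from the data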;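 further: 0% = DMSO with enzyme and substrate and 100% = substrate only without enzyme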
#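 material = STEP tyrosine phosphatase | reagent = fluorogenic phosphatase substrate OMFP at 25 µM final | doses = single compound dose of 20 µM, 1% DMSO final | schedule = 20 min reaction, room temperature, in the dark | measured by = fluorescence, 480/540 nm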
# SKN-1 block – suppressors of acrylamide-induced Pgst-4::GFP reporter in worms, primary screen, SKN-1 inhibitor project, whole organism, uHTS, GFP/RFP fluorescence ratio, strain VP596 | C. elegans VP596 Pgst-4::GFP/RFP ratio, 24 h | inhibition, % at 21.8 µM | 360,000 tested, 0.49% active;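 active means interference check ratio from 0.5 to 1.5 plus GFP to RFP signal ratio inhibition reaching or exceeding a fixed threshold, cut at about 30% in these data, passing the limit was not always enough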; further: some compounds called inactive have numbers as strong as hits
# DNMT1 block – human DNMT1 methyltransferase inhibitors, primary screen, biochemical, molecular beacon, fluorescence, HinP1I cleavage, uHTS. 360,000 tested, 0.83% active. DNA (cytosine-5)-methyltransferase 1 (Homo sapiens), P26358. inhibition (reported as % activation of signal), % at 10 µM; in the data active means inhibition above about 50%
# Scp-1 inhibitor – Scp-1 phosphatase inhibitors, primary screen, biochemical, colorimetric, uHTS; 340,000 tested, 0.88% active; inhibition, % at 20 µM; Recombinant Scp1, phosphopeptide, malachite green phosphate absorbance;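 active means inhibition above about 50% at 20 µM, limit read from the data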;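 further: plate controls were DMSO wells with enzyme for no effect and wells lacking enzyme for full effect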
# Target sequence (Q9GZU7 76-261 limits assumed): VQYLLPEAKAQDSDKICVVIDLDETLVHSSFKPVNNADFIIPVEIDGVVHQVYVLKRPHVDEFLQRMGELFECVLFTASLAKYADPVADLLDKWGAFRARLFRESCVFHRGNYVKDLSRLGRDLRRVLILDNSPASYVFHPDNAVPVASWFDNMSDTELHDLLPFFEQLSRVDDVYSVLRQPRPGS
#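 System: truncated SCP-1 phosphatase (76-261aa); medium: Tris acetate buffer pH 5.5 with MgCl2 and Tween-20; incubation: 45 min room-temperature reaction, 5 min colour, 30 min stabiliser; compound: single 20 µM dose, 1% DMSO; reagent: Phosphorylated 17-residue peptide substrate; read-out: % inhibition at 20 µM; technique: colorimetric free-phosphate detection, absorbance 630 nm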
# Rpn11 inh – Rpn11 (PSMD14) deubiquitinase inhibitors, primary screen, biochemical, fluorescence polarization, uHTS | calls only at 20 µM | human 26S proteasome, Ub4-pepOG fluorescence polarization; 20S core pre-blocked with epoxomicin | 360,000 tested, 0.59% active;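 active means inhibition at 20 µM, scaled to each plate's controls, above about 33%, limit read from the data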
# Target sequence (O00487 whole entry, looked up): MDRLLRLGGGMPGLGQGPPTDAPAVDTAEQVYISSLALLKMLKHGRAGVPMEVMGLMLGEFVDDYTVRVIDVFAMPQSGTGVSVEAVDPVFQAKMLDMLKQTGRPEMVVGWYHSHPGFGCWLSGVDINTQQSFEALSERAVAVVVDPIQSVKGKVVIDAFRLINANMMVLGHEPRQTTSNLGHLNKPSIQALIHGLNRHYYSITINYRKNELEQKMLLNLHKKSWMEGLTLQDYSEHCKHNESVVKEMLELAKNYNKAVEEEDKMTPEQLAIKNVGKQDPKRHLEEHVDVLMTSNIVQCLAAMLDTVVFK
# SUMO1-SIM PPI – modulators of SUMO1 protein-protein interactions, primary screen, biochemical, uHTS; AID 602429, 2012; SUMO1 binding to a labelled peptide, TR-FRET, 1 h; Small ubiquitin-related modifier 1 (Homo sapiens), P63165; inhibition, % at 20 µM; 360,000 tested, 0.33% active; in the data active means inhibition above about 37%
# Target sequence (P63165 whole entry, looked up): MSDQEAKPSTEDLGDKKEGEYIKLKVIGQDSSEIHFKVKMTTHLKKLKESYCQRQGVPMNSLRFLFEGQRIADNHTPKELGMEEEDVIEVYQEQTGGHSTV
# LMPTP block – LMPTP phosphatase inhibitors, primary screen, biochemical, fluorescence intensity, uHTS; Low molecular weight phosphotyrosine protein phosphatase (Homo sapiens), P24666; recombinant LMPTP-A, OMFP fluorogenic substrate; inhibition, % at 20 µM; 360,000 tested, 0.22% active; AID 651560, 2012;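 active means compounds that cut the enzyme signal by at least half of the control window in the single-dose screen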;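 further: plate controls were DMSO wells with enzyme plus substrate for no effect and substrate without enzyme for full effect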
# Target sequence (P24666 whole entry, looked up): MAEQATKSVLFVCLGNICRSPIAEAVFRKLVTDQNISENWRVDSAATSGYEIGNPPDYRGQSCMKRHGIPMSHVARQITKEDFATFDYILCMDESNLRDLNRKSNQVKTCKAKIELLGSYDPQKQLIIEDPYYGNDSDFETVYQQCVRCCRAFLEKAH
#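 Test system: LMPTP-A phosphatase enzyme. Amount: LMPTP-A at 0.625 nM final in the reaction. Reagent: OMFP substrate, 400 µM final. Times: 50 min at room temperature. Signal: endpoint fluorescence intensity from OMFP dephosphorylation. Read-out basis: % inhibition. Benchmarks: no-enzyme and uninhibited controls.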
# An asterisk follows results filed as active; i = inactive; · = not tested or not shown; + = active, no number.
1) CSCCC(NC(=O)c1ccco1)C(=O)OCC(=O)Nc1ncc(Cl)c(C)c1Cl (stereo not drawn)
2) Fc1ccc(/C=C\c2nccc3c2[nH]c2ccccc23)cc1
3) C=CCNC(=O)N1CCCC(C(=O)c2cccc(OC(C)C)c2)C1 (stereo not drawn)
4) COc1ccc(C(=O)NCC(=O)Nc2ccccc2)cc1OC
5) COc1ccccc1NC(=O)COc1ccc(/C=N/NC(=O)CSCc2cc(C)cc(C)c2)cc1
6) CCn1c(Cc2ccccc2)nnc1SCC(=O)N1CCCC1=O
assay / entry	1	2	3	4	5	6
MT1-MMP act inh	3	-16	1	4	3	-2
CendR NRP1 mod	5	2	3	-2	-7	-1
NadD inh	-5	12	2	8	-3	-1
STEP block	2	0	0	-2	2	3
SKN-1 block	15	9	17	-5	4	-6
DNMT1 block	1	-6	-2	1	46	1
Scp-1 inhibitor	2	6	-5	0	-3	-8
Rpn11 inh	i	i	i	i	i	i
SUMO1-SIM PPI	-1	-1	-2	-4	-1	2
LMPTP block	-0.9	5.0	-1.7	-1.6	3.6	-0.4

7) Cc1cc(C)cc(NC(=O)Cn2nnc(C(=O)NCc3ccccc3Cl)c2N)c1
8) CCCC(C)NC(=O)CSc1nnc2ccccn12 (stereo not drawn)
9) COc1ccc2c(c1OC)C(=O)NC(C)=C(C(=O)OC(C)(C)C)C2O (stereo not drawn)
10) O=[N+]([O-])c1ccc(/C=N\NS(=O)(=O)c2ccc(F)cc2)o1
11) Cc1sc2nc(CN3CCOCC3)nc(N3CCC(C(N)=O)CC3)c2c1C
12) Cn1nc(C(=O)N2CCN(c3ccc(F)cc3)CC2)c2c1-c1ccccc1S(=O)(=O)C2
assay / entry	7	8	9	10	11	12
MT1-MMP act inh	-3	-2	1	2	-8	1
CendR NRP1 mod	6	16	2	-4	-4	8
NadD inh	-3	-8	4	-7	1	0
STEP block	-1	-4	-5	1	2	-3
SKN-1 block	10	-3	3	-2	17	-14
DNMT1 block	15	1	4	2	4	-1
Scp-1 inhibitor	0	-10	-4	1	2	3
Rpn11 inh	i	i	i	i	i	i
SUMO1-SIM PPI	-8	-2	5	-19	-2	-1
LMPTP block	-0.2	-0.3	0.5	-0.9	-0.7	-1.4

13) CC(C)N(C(=O)CSc1nnnn1-c1ccc2c(c1)OCO2)C(C)C
14) O=C1C2C3C=CC(C3)C2C(=O)N1c1nc2ccccc2s1 (stereo not drawn)
15) CCNC(=O)C1CCCN(C(=O)c2cc(F)cc(F)c2)CC1 (stereo not drawn)
16) COc1ccc(C(=O)Nn2c(CC(C)C)nc3cc(Cl)ccc3c2=O)c(OC)c1
17) CCOC(=O)c1ccc(-c2ccc(/C=N/NC(=O)CN(c3ccccc3Br)S(C)(=O)=O)o2)cc1
18) COc1cccc(C(=O)Nc2ccc(NC(=O)c3ccco3)cn2)c1
assay / entry	13	14	15	16	17	18
MT1-MMP act inh	-1	2	3	-2	-9	-2
CendR NRP1 mod	-7	-7	3	0	-13	-11
NadD inh	1	-4	1	1	15	-6
STEP block	1	3	1	10	-2	6
SKN-1 block	-12	6	13	5	15	4
DNMT1 block	3	0	2	-2	-10	0
Scp-1 inhibitor	-9	-2	·	-2	4	0
Rpn11 inh	i	i	i	i	i	i
SUMO1-SIM PPI	0	-1	2	5	-6	2
LMPTP block	1.0	-1.0	-0.8	1.7	1.8	0.8

19) CCCN(C(=O)c1cc(C)ccc1C)c1c(N)n(Cc2ccccc2)c(=O)[nH]c1=O
20) O=C(Cc1cccs1)Nc1cccc([N+](=O)[O-])c1
21) CCCN(CCC)S(=O)(=O)c1ccc(C)cc1
22) COc1ccc(CNC(=O)CNC(=O)c2c(C)nn(C)c2Cl)cc1
23) Cc1occc1-c1nnc(SCC(=O)N2CC(=O)Nc3ccccc32)n1CC(C)C
24) CCCCN(C(=O)C1=NN(c2ccccc2)C(=O)CC1)c1c(N)n(CC(C)C)c(=O)[nH]c1=O
assay / entry	19	20	21	22	23	24
MT1-MMP act inh	-1	1	1	0	-5	-1
CendR NRP1 mod	12	7	-7	-4	-16	1
NadD inh	1	0	-6	-1	0	2
STEP block	-2	-1	2	-1	2	-1
SKN-1 block	1	0	5	2	1	-15
DNMT1 block	-4	-4	3	0	6	4
Scp-1 inhibitor	-6	1	-6	-12	1	-2
Rpn11 inh	i	i	i	i	i	i
SUMO1-SIM PPI	8	-13	1	2	1	-7
LMPTP block	-1.0	0.4	-1.1	-1.8	-0.9	-0.2

# Brought forward from above: 4 entries, then new ones.
21) CCCN(CCC)S(=O)(=O)c1ccc(C)cc1
22) COc1ccc(CNC(=O)CNC(=O)c2c(C)nn(C)c2Cl)cc1
23) Cc1occc1-c1nnc(SCC(=O)N2CC(=O)Nc3ccccc32)n1CC(C)C
24) CCCCN(C(=O)C1=NN(c2ccccc2)C(=O)CC1)c1c(N)n(CC(C)C)c(=O)[nH]c1=O
25) COc1ccc([C@@H]2[C@@H]3C(=O)N(C(C)(C)C)C(=O)[C@@H]3[C@]3(CC(C)C)C(=O)N(c4cccc(F)c4)C(=O)N23)cc1
26) COc1ccccc1NC(=O)C1C2C=CC3(CN(Cc4cccnc4)C(=O)C13)O2 (stereo not drawn)
27) COc1cc(NC(=O)CN2C(=O)c3ccccc3S2(=O)=O)c(OC)cc1Cl
28) O=C(N=C1SC2CS(=O)(=O)CC2N1c1ccc(Cl)cc1Cl)C1CCCO1 (stereo not drawn)
29) O=C1c2ccccc2S(=O)(=O)N1CC(O)Cn1ccc2ccccc21 (stereo not drawn)
30) COc1cccc(OC)c1C(=O)Nc1ccccc1N1CCCC1
assay / entry	21	22	23	24	25	26	27	28	29	30
MT1-MMP act inh	1	0	-5	-1	-9	2	2	-3	-29	-2
CendR NRP1 mod	-7	-4	-16	1	7	4	-5	-10	11	2
NadD inh	-6	-1	0	2	-3	3	-2	-2	-1	1
STEP block	2	-1	2	-1	-1	-1	-4	1	-5	2
SKN-1 block	5	2	1	-15	10	-27	-18	-3	27	15
DNMT1 block	3	0	6	4	-4	3	-5	-3	-4	-2
Scp-1 inhibitor	-6	-12	1	-2	-9	-7	-7	3	-7	-2
Rpn11 inh	i	i	i	i	i	i	i	i	i	i
SUMO1-SIM PPI	1	2	1	-7	4	-4	0	9	-2	1
LMPTP block	-1.1	-1.8	-0.9	-0.2	0.1	-2.0	-1.1	0.3	2.6	0.6

31) O=C(CSC1=NS(=O)(=O)c2ccccc2N1)c1ccccc1
32) COCCNc1nc(Oc2cncc(Cl)c2)c2sccc2n1
33) N#Cc1nc(-c2ccc(OCc3ccc(Cl)cc3)cc2)oc1N1CCC(C(N)=O)CC1
34) CN(C)CCNc1ccc2nnn3c4ccc(O)cc4c(=O)c1c23
35) CCN1CCCC1CNCc1cc(OC)c(OC)c(OC)c1 (stereo not drawn)
36) Cc1cc(C)c(C#N)c(N2CCN(c3ccccc3)CC2)n1
assay / entry	31	32	33	34	35	36
MT1-MMP act inh	-1	-11	1	24	-3	-2
CendR NRP1 mod	6	23	-4	-2	0	-6
NadD inh	-4	3	-4	11	1	-4
STEP block	1	0	8	-1	0	1
SKN-1 block	5	11	12	15	11	13
DNMT1 block	0	2	67*	53*	-5	-2
Scp-1 inhibitor	-3	·	0	-13	3	-13
Rpn11 inh	i	i	i	i	i	i
SUMO1-SIM PPI	6	-1	71*	-93	0	10
LMPTP block	-1.5	1.4	3.3	-2.0	-3.3	2.2

37) O=C(C1=C[C@H](c2ccc(C(F)(F)F)cc2)C[C@H](OCc2ccc(CO)cc2)O1)N1CCN(Cc2ccccc2)CC1
38) Cc1ccc(NC(=O)CSc2nc3[nH]ncc3c(=O)[nH]2)cc1Cl
39) O=C(C[n+]1cc(-c2ccc(Cl)c(Cl)c2)n2c1CCC2)OCc1ccccc1
40) CC(=O)NCCC(=O)Nc1cc(S(=O)(=O)N2CCCCC2)ccc1N1CCCCC1
41) CCOC(=O)N1CCN(S(=O)(=O)c2ccc(Br)cc2)CC1
42) O=C(CSc1ncnc2ccccc12)N1CCNC1=O
assay / entry	37	38	39	40	41	42
MT1-MMP act inh	-2	-2	-5	·	0	-3
CendR NRP1 mod	2	6	-4	4	5	-4
NadD inh	-3	2	4	-2	0	-8
STEP block	0	-3	1	0	-2	3
SKN-1 block	-2	12	-10	3	-1	-11
DNMT1 block	-15	-9	0	2	1	5
Scp-1 inhibitor	-5	58*	12	-6	-11	-8
Rpn11 inh	i	+	i	i	i	i
SUMO1-SIM PPI	-5	10	-3	-1	6	-4
LMPTP block	4.0	0.2	0.8	-0.8	1.8	0.0

43) CCN1C(=O)c2c(C)nc3ccccc3c2C1=O
44) COc1ccccc1NC(=O)OC(C)c1ccc(Cl)cc1 (stereo not drawn)
45) COC(=O)C1C(=O)OC(C)(C)C1C(C)C(=O)c1ccc(C)cc1C (stereo not drawn)
46) CCOc1ccc(NC(=O)CN(C)S(=O)(=O)c2cccc3cccnc23)cc1
47) CC1CCc2sc(C(=O)NCCCn3ccnc3)cc2C1 (stereo not drawn)
48) CCOC(=O)C(C)On1c(SC(C)C(=O)OCC)nc2ccccc2c1=O (stereo not drawn)
49) CSCCC(NS(=O)(=O)c1ccc(C)cc1)C(=O)NC1CCCCCC1 (stereo not drawn)
50) COc1cc2ccc(CC(=O)O)cc2cc1OC
assay / entry	43	44	45	46	47	48	49	50
MT1-MMP act inh	2	-1	-1	1	5	1	-5	5
CendR NRP1 mod	4	12	11	7	15	-8	5	-16
NadD inh	-8	-6	-6	0	-8	-6	4	6
STEP block	-2	1	-3	0	-2	-2	2	·
SKN-1 block	25	-3	0	6	-10	9	-5	21
DNMT1 block	-8	6	3	6	-2	-3	2	·
Scp-1 inhibitor	-8	-10	-4	0	1	-4	-5	·
Rpn11 inh	i	i	i	i	i	i	i	·
SUMO1-SIM PPI	-24	6	-1	0	-5	0	-3	0
LMPTP block	-2.0	2.4	0.3	0.9	-3.1	-0.4	0.3	-1.9

# The order is random. Share with any hit: about 3.9%.
